Bioassay records: PubChem, Broad Institute
ERp5 inh: inhibitors of human ERp5; AID 651711; ERp5 insulin aggregation, absorbance 650 nm, 90 min; hit rate 0.05% among 350,000; inhibition, % at 9.99 µM;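 active = mean replicate inhibition above about 25%, with every replicate also reaching it, limit read from the data, passing the limit was not always enough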
Target sequence (Q15084 whole entry, looked up): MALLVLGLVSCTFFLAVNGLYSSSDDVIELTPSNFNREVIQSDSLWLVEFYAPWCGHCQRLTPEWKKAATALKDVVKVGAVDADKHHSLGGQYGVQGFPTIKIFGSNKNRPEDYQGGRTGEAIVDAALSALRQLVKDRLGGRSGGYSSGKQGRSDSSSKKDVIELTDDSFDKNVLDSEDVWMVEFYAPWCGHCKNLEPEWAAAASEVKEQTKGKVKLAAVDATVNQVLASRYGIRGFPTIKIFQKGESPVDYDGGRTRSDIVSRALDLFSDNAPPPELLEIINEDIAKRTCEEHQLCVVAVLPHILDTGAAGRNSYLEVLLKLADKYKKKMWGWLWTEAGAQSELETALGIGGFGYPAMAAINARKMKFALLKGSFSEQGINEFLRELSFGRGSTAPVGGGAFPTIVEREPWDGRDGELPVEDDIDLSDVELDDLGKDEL
CFTR F508del cor: correctors of CFTR F508del function in bronchial epithelial cells. CFBE cells, YFP halide quenching; stimulated with forskolin plus potentiator P3; % fluorescence drop versus neutral controls. activity (quench increase), % at 7.58 µM. hit rate 0.36% among 350,000;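 active = mean added fluorescence quench of at least 8% versus neutral control, with both replicates also reaching 8%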;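 also: cells transiently co-express mutant CFTR-F508del with the halide-sensitive YFP; corrector assay measuring rescue of mutant channel to the surface after 24 h compound exposure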
ARNT-TACC3 inh: ARNT/TACC3 interaction disruption; Q9Y6A5; AlphaScreen His-ARNT PAS-B/GST-TACC3 binding, luminescence; TACC3 fragment carries E629A point mutation; inhibition, % at 9.99 µM; hit rate 0.66% among 390,000;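 active = mean inhibition of replicates at least 50% and at least half of replicates each reaching 50%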;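 also: 0% = complete ARNT plus TACC3 wells and 100% = ARNT alone without TACC3; many hits fall short of the cut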
GSIS activator: primary screen for activators of insulin secretion dependent on glucose, INS-1E cells, GLuc reporter luminescence; INS-1E GLuc reporter insulin secretion, 2-3 h; activation, % at 16.6 µM; hit rate 0.61% among 370,000;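 active = lowest replicate activation of at least 40%, so every replicate reaches that level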;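 also: 0% = median of neutral control wells and 100% = median of IBMX positive control wells; some compounds called inactive have numbers as strong as hits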
PAX8 inh HTS: lowers PAX8-driven luciferase in RMG-I cells; RMG-I TPO-luciferase reporter, SteadyGlo, 24 h; inhibition, % at 12.6 µM; hit rate 1.2% among 360,000; AID 652154;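 active = mean replicate inhibition at least 60% with every replicate also reaching 60%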;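 also: luciferase light reporting Pax8 driven TPO promoter activity; plate controls were median of neutral control wells for no effect and mitoxantrone controls for full effect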
EWS-Fli inh: EWS/Fli transcriptional activity inhibition. hit rate 0.67% among 350,000. inhibition, % at 12.6 µM. A673 NR0B1-luciferase reporter, viability-normalised;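 active = mean inhibition of at least 50% after viability correction, with every replicate also passing that limit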;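 also: firefly luciferase signal divided by Alamar Blue viability fluorescence both relative to DMSO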
Xi reactivation: X-chromosome reactivation activator | hit rate 0.055% among 360,000 | XiGFP mouse fibroblasts, % GFP-positive cells imaging, 3 d; cells co-treated with 5-aza-dC sensitizer; scaled so ellipticine positive control = 100% | AID 743238 | activation, % at 7.58 µM;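 active = mean normalized replicate activation at least 10% and every replicate at or above 10%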;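 also: 0% = median of on-plate neutral control wells and 100% = ellipticine 6 µM median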
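System: 68-5-11 XiGFP fibroblast line | Buffer or medium: DMEM containing 5-aza-dC | Compound: Single point | Times: Compounds 3 days, fix/stain 15 min at room temperature | Benchmarks: Positive control ellipticine, 6 µM final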
DENV2 CPE: inhibitors of DENV2 cytopathic effect. DENV2-infected cells, cytopathic effect rescue, plate reader. CPE inhibition, % at 9.99 µM. hit rate 1.7% among 350,000. AID 651640; in the data active = CPE inhibition above about 20%, passing the limit was not always enough; tested in BHK-21 cells;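 also: 0% = median of neutral control wells and 100% = median of positive control wells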
Numbers without * were called inactive; x = no result given.

SMILES	ERp5 inh	CFTR F508del cor	ARNT-TACC3 inh	GSIS activator	PAX8 inh HTS	EWS-Fli inh	Xi reactivation	DENV2 CPE
O=C(C[C@H]1CC[C@H]2[C@@H](COC[C@H](O)CN2Cc2ccccc2F)O1)NCc1ccccc1F	2	-3.8	-19	0	11	3	-0.2	6
CCOC(=O)CC1Sc2ccccc2NC1=S (stereo not drawn)	0	2.2	-3	-11	-5	-2	1.2	16
C[C@H]1CN([C@@H](C)CO)S(=O)(=O)c2ccc(C3=CCCC3)cc2O[C@@H]1CN(C)C(=O)CC1CC1	-1	1.3	28	3	x	10	0.1	70*
Cc1cc(C)nc(Nc2nc(C(N)CCc3ccccc3)cs2)n1 (stereo not drawn)	3	0.3	x	-13	4	3	-0.1	2
COC(=O)c1ccccc1NC(=O)NCc1ccncc1	3	-0.8	-21	-1	-1	-1	0.1	4
COc1ccc2cc(/C=N/O)c(Cl)nc2c1	1	-0.5	-3	17	-28	-42	0.0	6
CN(C(=O)COC(=O)C12CC3CC(CC(Cl)(C3)C1)C2)c1ccccc1	-2	1.5	-7	x	-17	7	0.0	2
O=C(COc1ccccc1Cl)NCC(c1cccs1)N1CCOCC1 (stereo not drawn)	3	3.9	2	4	23	7	0.4	-6
COc1cccc(CN(C)CC(=O)N2CCN(S(=O)(=O)c3ccccc3)CC2)c1	1	1.8	x	-3	1	3	0.0	4
C[C@H](CO)N1C[C@H](C)[C@@H](CN(C)C)OCCCC[C@H](C)Oc2ccc(NS(C)(=O)=O)cc2C1=O	x	-1.2	x	14	-5	-11	0.2	x
CCc1ccccc1NC(=O)COC(=O)C1C2CC3OC(=O)C1C3C2 (stereo not drawn)	1	-4.2	-2	15	14	0	0.3	1
O=C1COc2ccc(C(=O)COC(=O)c3ccccc3F)cc2N1	1	1.1	x	5	-30	0	-0.1	-8
CN(C)C(=O)CCc1ccc2c3c([nH]c2c1)[C@]1(CCc2ccccc2)[C@@H](C(=O)N2CCCCC2)C[C@H](CC(=O)NCCc2ccccn2)C(=O)N1CC3	0	-2.0	-2	x	-11	-1	0.1	-6
COc1ccc(NC(=O)N(C)C[C@@H]2Oc3c(NC(=O)NC4CCCCC4)cccc3C(=O)N([C@@H](C)CO)C[C@H]2C)cc1	1	0.8	6	2	4	x	-0.8	5
O=C(Cc1cccc(NC(=O)C2CCCN(C(=O)C3CCC3)C2)c1)Nc1cccc(C(=O)N2CCCC2)c1 (stereo not drawn)	3	0.1	4	x	4	-3	0.5	-27
CCOC(=O)NC(=O)/C(C#N)=C\NNc1ncc(C(F)(F)F)cc1Cl	6	1.0	-6	-5	-8	-14	0.0	3
COc1ccccc1S(=O)(=O)N1CC[C@@H]2[C@H]1c1cc(Br)ccc1N[C@@H]2CO	x	2.3	0	-4	11	4	0.2	-6
CCN(CCn1cccn1)C(=O)CCc1nnc(-c2ccccc2)o1	-1	-2.6	x	7	-31	-44	0.0	-1
CCOc1ccc(S(=O)(=O)N2CCC(C(=O)NCc3ccco3)CC2)cc1	7	2.8	-9	-7	13	7	0.1	-10
CC1Cc2nc(SCC(=O)Nc3nccs3)n(Cc3ccccc3)c(=O)c2S1 (stereo not drawn)	6	1.4	-6	-2	-6	-2	0.3	-4

3 entries from above, arranged by the value under ARNT-TACC3 inh, rising:
molecule	ERp5 inh	CFTR F508del cor	ARNT-TACC3 inh	GSIS activator	DENV2 CPE
CC1Cc2nc(SCC(=O)Nc3nccs3)n(Cc3ccccc3)c(=O)c2S1 (stereo not drawn)	6	1.4	-6	-2	-4
CCc1ccccc1NC(=O)COC(=O)C1C2CC3OC(=O)C1C3C2 (stereo not drawn)	1	-4.2	-2	15	1
O=C(Cc1cccc(NC(=O)C2CCCN(C(=O)C3CCC3)C2)c1)Nc1cccc(C(=O)N2CCCC2)c1 (stereo not drawn)	3	0.1	4	x	-27

(more compounds)
SMILES	ERp5 inh	CFTR F508del cor	ARNT-TACC3 inh	GSIS activator	PAX8 inh HTS	EWS-Fli inh	Xi reactivation	DENV2 CPE
Cc1ccc(S(=O)(=O)N(C)C[C@H]2Oc3c(cccc3N(C)C)C(=O)N([C@@H](C)CO)C[C@@H]2C)cc1	-4	2.8	6	-11	-9	53*	0.0	2
CC(OC(=O)CCCN=C1NS(=O)(=O)c2ccccc21)C(=O)Nc1ccc(F)cc1Cl (stereo not drawn)	4	-1.1	0	4	3	-3	0.1	-2
CCCCOCCCNC(=O)C[C@@H]1C[C@@]2(C(=O)OCC)CCCC=C2N(Cc2ccc3c(c2)OCO3)C1=O	3	-1.3	x	-33	18	2	0.0	0
O=C(N[C@@H]1CC[C@@H](CCNC(=O)C2CCCCC2)O[C@H]1CO)c1ccccn1	4	-0.8	8	-2	-6	3	0.0	-7
COc1cc(S(=O)(=O)NC2CCCC2)ccc1-n1cnnn1	2	-0.3	-4	0	1	4	0.1	-1
O=C(NCCc1ccccc1F)c1cc(COc2ccc(F)cc2F)on1	4	-3.1	x	x	-67	-40	0.4	-6
CC1CCN(C(=O)c2cc(-c3ccccc3O)on2)CC1	6	-4.9	0	x	-370	-52	0.9	1
O=C(COC(=O)CN1C(=O)COc2ccccc21)NC1CCCCC1	-1	-3.1	8	2	-17	0	0.0	2
O=[N+]([O-])c1ccc(NCCNc2ccc([N+](=O)[O-])cc2)cc1	0	6.9	2	16	x	-12	0.1	9
O=C1CNC[C@H]2[C@H](c3ccc(C4=CCCC4)cc3)[C@H](CO)N12	5	0.3	x	0	x	-3	0.1	-11

Single records, as listed above. Screens in order: ERp5 inh | CFTR F508del cor | ARNT-TACC3 inh | GSIS activator | PAX8 inh HTS | EWS-Fli inh | Xi reactivation | DENV2 CPE
`CCCCOCCCNC(=O)C[C@@H]1C[C@@]2(C(=O)OCC)CCCC=C2N(Cc2ccc3c(c2)OCO3)C1=O` reads 3 | -1.3 | x | -33 | 18 | 2 | 0.0 | 0
`COc1cc(S(=O)(=O)NC2CCCC2)ccc1-n1cnnn1` reads 2 | -0.3 | -4 | 0 | 1 | 4 | 0.1 | -1
`O=C(COC(=O)CN1C(=O)COc2ccccc21)NC1CCCCC1` reads -1 | -3.1 | 8 | 2 | -17 | 0 | 0.0 | 2

Part of the list above in a different format:
SMILES,ERp5 inh,CFTR F508del cor,ARNT-TACC3 inh,GSIS activator,PAX8 inh HTS,EWS-Fli inh,Xi reactivation,DENV2 CPE
Cc1ccc(S(=O)(=O)N(C)C[C@H]2Oc3c(cccc3N(C)C)C(=O)N([C@@H](C)CO)C[C@@H]2C)cc1,-4,2.8,6,-11,-9,53*,0.0,2
O=C1CNC[C@H]2[C@H](c3ccc(C4=CCCC4)cc3)[C@H](CO)N12,5,0.3,x,0,x,-3,0.1,-11
O=[N+]([O-])c1ccc(NCCNc2ccc([N+](=O)[O-])cc2)cc1,0,6.9,2,16,x,-12,0.1,9

Retrieved by structure from the entries so far:
SMILES	ERp5 inh	CFTR F508del cor	ARNT-TACC3 inh	GSIS activator	PAX8 inh HTS	EWS-Fli inh	Xi reactivation	DENV2 CPE
CCCCOCCCNC(=O)C[C@@H]1C[C@@]2(C(=O)OCC)CCCC=C2N(Cc2ccc3c(c2)OCO3)C1=O	3	-1.3	x	-33	18	2	0.0	0
O=[N+]([O-])c1ccc(NCCNc2ccc([N+](=O)[O-])cc2)cc1	0	6.9	2	16	x	-12	0.1	9

(list continues)
SMILES	ERp5 inh	CFTR F508del cor	ARNT-TACC3 inh	GSIS activator	PAX8 inh HTS	EWS-Fli inh	Xi reactivation	DENV2 CPE
CC1CCN(c2c(NCC3CCC(C(=O)N4CCCC(C)C4)CC3)c(=O)c2=O)CC1 (stereo not drawn)	-2	-1.3	16	-7	12	4	0.0	-6
COc1ccc(NS(=O)(=O)c2cc(NC(=O)C3CCCO3)ccc2N2CCCC2)cc1 (stereo not drawn)	8	-2.2	-7	9	-14	2	0.0	2
COc1ccccc1C(=O)Nc1nnc(-c2ccc(F)cc2)o1	-1	-0.7	-1	-2	-24	-15	0.0	4
C[C@@H]1CCCCO[C@H](CN(C)Cc2ccc(C(=O)O)cc2)[C@@H](C)CN([C@H](C)CO)C(=O)c2cc(NC(=O)c3ccncc3)ccc2O1	-7	0.7	-4	-2	-20	-17	0.4	-12
CCNC(=O)c1cc(S(=O)(=O)N2CCSCC2)ccc1OC	1	2.0	-4	0	-10	16	-0.1	1
CC(=O)Nc1ccc(S(=O)(=O)NNC(=S)NCc2ccco2)cc1	-5	0.3	7	1	x	-5	0.1	3
COc1cc(CCCN2C(=S)NC[C@@H]2CCCCN)cc(OC)c1OC	3	-0.6	16	2	0	-11	0.1	-11
CC(=O)Nc1ccc(NC(=O)c2cc([N+](=O)[O-])cc([N+](=O)[O-])c2)cc1	13	-0.6	-2	19	2	5	0.1	8
Cc1noc(C)c1S(=O)(=O)Nc1ccc2c(c1)C(=O)N([C@@H](C)CO)C[C@H](C)[C@@H](CN(C)Cc1ccc(C(=O)Nc3ccccc3N)cc1)OCCCC[C@@H](C)O2	-3	-3.5	8	-4	-7	36	5.9	x
CO[C@@H]1CN(C)C(=O)c2cc(NC(C)=O)ccc2OC[C@@H](C)N(Cc2cncnc2)C[C@@H]1C	-1	-0.7	-11	13	x	-3	0.7	-3
CCCN(CCC)c1ncnc2nc[nH]c12	-3	4.2	-9	24	-28	-9	0.2	0
CC1COCC(C)N1C1=C(Cl)C(=O)c2ccccc2C1=O (stereo not drawn)	6	-2.5	30*	-27	8	8	0.1	8
CCC(C)NC(=O)CSc1n[nH]c(-c2cc(Cl)ccc2OC)n1 (stereo not drawn)	1	2.2	-5	1	13	-5	0.1	7
Nc1ccn([C@@H]2O[C@H](C(=O)NCCCN3CCCC3=O)[C@@H](O)[C@H]2O)c(=O)n1	2	1.8	x	15	14	-1	0.2	-1
CNC[C@H]1Oc2ccc(NS(C)(=O)=O)cc2CC(=O)N([C@H](C)CO)C[C@@H]1C	3	-2.1	-1	6	-23	-9	0.0	-2
C[C@@H]1CN([C@@H](C)CO)C(=O)Cc2cc(NS(=O)(=O)c3ccc(F)cc3)ccc2O[C@H]1CN(C)Cc1ccncc1	-3	1.2	-3	-3	6	-14	0.2	2
COc1cc(NC(=O)CN2CCN(c3ccccn3)CC2)cc(OC)c1OC	1	-1.9	0	-4	13	0	0.0	14
NC(=O)C1C(=O)c2ccccc2C1(C[N+](=O)[O-])c1ccccc1 (stereo not drawn)	-6	3.1	x	x	24	3	0.1	3
CC(C)(C)OC(=O)N1CCC(NC(=O)c2[nH]cnc2C(=O)Nc2ccccc2)CC1	0	-1.4	-13	x	14	6	0.0	-5
CNC(=O)/C(C#N)=C/c1ccc(-c2ccc(Cl)cc2)o1	1	1.9	3	2	-73	-114	0.0	7
CSCCC(NC(N)=O)C(=O)Nc1ccc(C)cc1 (stereo not drawn)	-1	-1.2	-3	25	0	-4	0.0	2
CC(C)(C)C(=O)/C(C#N)=C/c1cccs1	4	1.2	-5	-5	-5	4	0.4	4
CSc1ncccc1C(=O)OCC(=O)NC12CC3CC(CC(C3)C1)C2	3	1.2	-11	-45	-7	-20	-0.1	0
